GPR151 ag: activators of human GPR151, primary screen, cell-based, PathHunter beta-arrestin, luminescence; 650,000 tested, 1% active; PathHunter beta-arrestin GPR151 cells; G-protein coupled receptor 151 (Homo sapiens), Q8TDV0; activation, % at 11.2 µM; in the data active means activation above about 4.9%;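 further: 0% = median of compound wells and 100% = cells with positive control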
Target sequence (Q8TDV0 whole entry, looked up): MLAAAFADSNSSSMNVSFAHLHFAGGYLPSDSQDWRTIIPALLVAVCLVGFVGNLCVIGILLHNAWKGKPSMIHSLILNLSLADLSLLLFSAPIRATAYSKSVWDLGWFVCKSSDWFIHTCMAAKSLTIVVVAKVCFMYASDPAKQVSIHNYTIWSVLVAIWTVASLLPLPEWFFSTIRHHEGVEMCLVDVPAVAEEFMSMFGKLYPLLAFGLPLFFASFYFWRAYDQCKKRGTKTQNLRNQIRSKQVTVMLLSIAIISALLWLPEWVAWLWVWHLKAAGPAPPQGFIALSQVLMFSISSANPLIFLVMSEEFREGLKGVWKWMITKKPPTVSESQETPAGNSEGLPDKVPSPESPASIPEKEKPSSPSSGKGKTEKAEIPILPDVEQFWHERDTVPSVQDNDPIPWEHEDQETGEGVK
MITF inh: MITF inhibitors, primary screen, biochemical, AlphaScreen, human | AlphaScreen MITF homodimerization, bead proximity signal | Microphthalmia-associated transcription factor (Homo sapiens), O75030 | AID 1259374, 2018 | inhibition, % at 2.6 µM | 650,000 tested, 0.91% active; in the data active means inhibition above about 50%;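 further: 0% = vehicle wells with protein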
Target sequence (O75030 whole entry, looked up): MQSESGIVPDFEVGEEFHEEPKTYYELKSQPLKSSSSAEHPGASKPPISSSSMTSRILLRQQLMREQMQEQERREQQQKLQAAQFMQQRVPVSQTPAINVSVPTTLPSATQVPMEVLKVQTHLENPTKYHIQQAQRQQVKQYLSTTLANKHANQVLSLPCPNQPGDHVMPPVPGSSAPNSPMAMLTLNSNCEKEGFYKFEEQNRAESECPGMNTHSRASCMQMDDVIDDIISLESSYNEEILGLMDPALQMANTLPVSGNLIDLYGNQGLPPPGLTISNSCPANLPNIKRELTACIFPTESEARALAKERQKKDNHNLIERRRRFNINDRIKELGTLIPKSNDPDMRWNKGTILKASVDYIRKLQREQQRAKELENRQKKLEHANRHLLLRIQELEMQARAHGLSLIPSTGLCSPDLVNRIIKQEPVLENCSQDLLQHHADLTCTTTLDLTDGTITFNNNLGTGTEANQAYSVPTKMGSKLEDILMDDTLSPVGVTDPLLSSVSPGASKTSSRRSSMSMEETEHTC
TEAD-YAP block: TEAD-YAP interaction inhibition, primary screen, TEAD-YAP interaction inhibitor project, luminescence, HEK-TIYL cells; inhibition, % at 9.12 µM; TEAD-Gal4/YAP UAS-luciferase luminescence; 640,000 tested, 1.4% active; in the data active means inhibition above about 32%;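 further: 0% = median of test compound wells and 100% = reference inhibitor wells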
FBW7 activator: FBW7 E3 ligase activators, primary screen, biochemical, AlphaScreen, human. AID 1259310, 2017. 650,000 tested, 0.13% active. normalized activity (activation), % at 26.1 µM. F-box/WD repeat-containing protein 7 (Homo sapiens), Q969H0. AlphaScreen FBW7–phospho-cyclin E peptide binding, activator screen; in the data active means normalized activity above about 1.9%;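 further: purified mutant Fbw7 with reduced substrate affinity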
The depositor's hits bear a star. Outcome played no part in choosing rows. Share with any hit: about 3.5%.

Screening Oc1ccc(C2N(Cc3ccccc3)CCN2Cc2ccccc2)cc1 returned GPR151 ag -1.0, MITF inh -10.7, TEAD-YAP block -3.0 and FBW7 activator -0.1.
For N[C@@H](CSS(=O)(=O)O)C(=O)O the results were GPR151 ag 0.4, MITF inh -0.6 and FBW7 activator 0.0.
Nc1nnnn1/N=C/c1ccc(-c2ccc(Br)cc2)o1 was read as GPR151 ag 0.4, MITF inh 15.3, TEAD-YAP block 8.9 and FBW7 activator -0.1.
CC(=O)c1cccc(-c2nc(Nc3ccc(N4CCOCC4)cc3)c3ncn(-c4ccccc4)c3n2)c1 was read as GPR151 ag 0.1, MITF inh 7.1, TEAD-YAP block 5.4 and FBW7 activator -0.1.
O=C(Nc1nc(-c2nc3ccccc3s2)cs1)c1ccc(S(=O)(=O)N2CCc3ccccc32)cc1 was read as GPR151 ag 1.4, MITF inh -3.1, TEAD-YAP block -16.8 and FBW7 activator 0.0.
`CCN(CC)S(=O)(=O)c1ccc(N/N=C/C=C/c2ccccc2[N+](=O)[O-])c([N+](=O)[O-])c1` gave GPR151 ag 0.4, MITF inh 8.2, TEAD-YAP block -8.8 and FBW7 activator 0.1.
Screening Cc1ccc(S(=O)(=O)N(C)CC(=O)Nc2ccccc2[N+](=O)[O-])cc1 returned GPR151 ag 0.3, MITF inh -6.4, TEAD-YAP block -4.7 and FBW7 activator -0.1.
`COc1ccc(OC)c(Nc2nc(-c3sc(N)nc3C)cs2)c1` gave GPR151 ag 1.1, MITF inh -6.3, TEAD-YAP block -11.1 and FBW7 activator -0.7.
For O=C(NCC1CCCO1)c1nn2cccnc2c1Cl (stereo not drawn) the results were GPR151 ag 3.5, MITF inh -11.0, TEAD-YAP block -10.2 and FBW7 activator -0.1.
`Cc1ccc(NC(=O)c2cc(Cl)c(Cl)cc2C(=O)O)cc1C` gave GPR151 ag 0.3, MITF inh 20.4, TEAD-YAP block -12.4 and FBW7 activator 0.5.
`CS(=O)(=O)N(CC(=O)N1CCCCC1)Cc1ccc(Cl)cc1` gave GPR151 ag 1.1, MITF inh -4.2, TEAD-YAP block -14.5 and FBW7 activator -0.5.
For COc1cc(NC(=S)N2CCN(CCO)CC2)c(OC)cc1Cl the results were GPR151 ag -0.6, MITF inh 9.7, TEAD-YAP block 8.1 and FBW7 activator 0.4.
O=C(CSc1ccc(F)cc1)Nc1cccc2ccc(-n3ccnc3)nc12 was read as GPR151 ag -2.1, MITF inh 11.2, TEAD-YAP block 5.7 and FBW7 activator 0.7.
Screening Nc1nonc1-c1noc(COc2ccc(F)cc2)n1 returned GPR151 ag 0.6, MITF inh -5.3, TEAD-YAP block -10.5 and FBW7 activator -0.1.
For COc1ccc(-c2noc(NCc3cccc(Cl)c3)n2)cc1OC the results were GPR151 ag 4.9*, MITF inh 13.9, TEAD-YAP block 1.1 and FBW7 activator 0.6.
Screening COc1ccc(-n2c(SCc3ccccc3F)nc3ccsc3c2=O)cc1 returned GPR151 ag -0.7, MITF inh -1.8, TEAD-YAP block -4.0 and FBW7 activator -0.1.
Screening CS(=O)(=O)N(CC(=O)NC1CCCC1)C1CCCCC1 returned GPR151 ag -0.4, MITF inh -14.1, TEAD-YAP block -7.3 and FBW7 activator -0.3.
Screening CC(C)NC(=O)c1nnc(Cc2ccccc2Cl)o1 returned GPR151 ag 0.2, MITF inh 0.9, TEAD-YAP block 7.5 and FBW7 activator -0.3.
`Cc1ccc(NC(=O)c2cc(S(=O)(=O)N3CCN(C4CCCCC4)CC3)ccc2F)cc1Cl` gave GPR151 ag -1.9, MITF inh -1.4, TEAD-YAP block 1.3 and FBW7 activator -0.1.
c1ccc2nc3c(nc2c1)CCc1nonc1-3 was read as GPR151 ag 0.7, MITF inh -2.5, TEAD-YAP block -6.3 and FBW7 activator -0.2.
For CCOc1ccc(NC2=NCC(=O)N2c2ccc(OCC)cc2)cc1 the results were GPR151 ag 0.5, MITF inh -5.9, TEAD-YAP block 3.6 and FBW7 activator -0.5.
For O=C(Nc1ccc(-c2cn[nH]c2)cc1)[C@@H]1Cc2cc(F)ccc2CN1 the results were GPR151 ag -1.4, MITF inh 19.8, TEAD-YAP block -3.7 and FBW7 activator 0.7.
Screening CCN(CC)C(=O)N1CCC(c2cccnc2)CC1 returned GPR151 ag 0.2, MITF inh 5.8, TEAD-YAP block 4.5 and FBW7 activator 0.1.
CCOC(=O)C1CCCN(C(=O)c2sc3ncn(CC(=O)N4CCCCC4C)c(=O)c3c2C)C1 (stereo not drawn) was read as GPR151 ag 0.8, MITF inh 19.4, TEAD-YAP block 26.1 and FBW7 activator -0.1.
`CCOC(=O)C1CCCN(C(=O)c2sc3ncn(CC(=O)N(CC)CC)c(=O)c3c2C)C1` (stereo not drawn) gave GPR151 ag 0.7, MITF inh -9.3, TEAD-YAP block 5.8 and FBW7 activator 0.1.
`O=C(O)C1CCN(C(=O)CSc2nnc(-c3ccccc3)c(-c3ccccc3)n2)CC1` gave GPR151 ag -0.4, MITF inh 4.0, TEAD-YAP block 7.9 and FBW7 activator -0.1.
`O=C1C(=O)N(CSc2nnc(-c3ccco3)o2)c2ccccc21` gave GPR151 ag 0.4, MITF inh -4.1, TEAD-YAP block -0.7 and FBW7 activator -0.3.
`COc1ccc(CNc2c(-c3cccc(OC)c3OC)nc3cnccn23)cc1` gave GPR151 ag -0.1, MITF inh -0.2, TEAD-YAP block 21.5 and FBW7 activator 0.3.
CC[C@H]1C(=O)C(C)(C)C(=O)O[C@@H]1c1ccc(Br)cc1 was read as GPR151 ag 0.8, MITF inh 6.8, TEAD-YAP block 4.0 and FBW7 activator 0.1.
Screening Cc1cn2c(=O)c(C(=O)N3CCC(N4CCCC4)CC3)cnc2s1 returned GPR151 ag 0.0, MITF inh 11.4, TEAD-YAP block -3.5 and FBW7 activator 0.0.
For COc1cccc(C=O)c1OC(=O)c1ccccc1[N+](=O)[O-] the results were GPR151 ag 0.8, MITF inh 9.5, TEAD-YAP block -4.0 and FBW7 activator 0.7.
For COc1ccccc1C(=O)Nc1cc(C(F)(F)F)ccc1F the results were GPR151 ag 0.1, MITF inh 5.8, TEAD-YAP block -1.6 and FBW7 activator 0.1.
For Cc1[nH]c(=O)n(C)c(=O)c1CCC(=O)NCc1ccccc1Cl the results were GPR151 ag 2.9, MITF inh -4.3, TEAD-YAP block 9.1 and FBW7 activator 0.1.
`CC1Cn2c(nc3sc4c(c3c2=O)CC(C)(C)OC4)N1CCO` (stereo not drawn) gave GPR151 ag 0.6, MITF inh 5.6, TEAD-YAP block 2.1 and FBW7 activator 0.2.
CC(=O)c1cccc(NC(=O)CN2CCN(c3ccc(F)c(F)c3)C2=O)c1 was read as GPR151 ag 0.7, MITF inh 4.3, TEAD-YAP block 1.8 and FBW7 activator 0.2.
Cc1nn(-c2cccc(Cl)c2)c(N)c1C1(O)C(=O)Nc2ccc(Br)cc21 (stereo not drawn) was read as GPR151 ag -1.4, MITF inh 12.9, TEAD-YAP block -6.9 and FBW7 activator 0.1.
Screening OCC1(CC2CCCCO2)CCN(Cc2ccc(Oc3ncccn3)cc2)CC1 (stereo not drawn) returned GPR151 ag -2.1, MITF inh 19.1, TEAD-YAP block 4.3 and FBW7 activator 0.3.
CC(=O)Nc1ccccc1C(=O)OCC(=O)Nc1ccc(S(N)(=O)=O)cc1 was read as GPR151 ag 0.3, MITF inh -9.2, TEAD-YAP block -5.1 and FBW7 activator -0.1.
Cc1ccc(NC(=O)CSc2ccccc2)c(C)c1 was read as GPR151 ag -1.1, MITF inh 5.1, TEAD-YAP block -12.4 and FBW7 activator 0.3.
`COc1ccc(S(=O)(=O)n2cc(-c3ccc(C)cc3)c(N)n2)c(OC)c1` gave GPR151 ag -0.7, MITF inh 16.1, TEAD-YAP block -2.7 and FBW7 activator 0.1.
Screening CC(=O)NS(=O)(=O)c1ccc(NC(=O)C(Sc2ccccc2)c2ccccc2)cc1 (stereo not drawn) returned GPR151 ag -1.3, MITF inh 0.6, TEAD-YAP block -5.7 and FBW7 activator 1.3.
For COc1ccc(C(c2sc3nc(C)nn3c2O)N2CCC(C(N)=O)CC2)cc1 (stereo not drawn) the results were GPR151 ag 1.4, MITF inh -4.2, TEAD-YAP block -1.8 and FBW7 activator -0.1.
`C=COc1ccc(NC(=O)c2ccccc2C)cc1` gave GPR151 ag -1.6, MITF inh 11.2, TEAD-YAP block -42.5 and FBW7 activator 1.0.
CC1(C)CC(=O)c2cc(C(=O)NCCc3ccccc3)c(=O)n(-c3ccccc3)c2C1 was read as GPR151 ag 4.0, MITF inh 9.5, TEAD-YAP block -7.2 and FBW7 activator 0.1.
For Fc1cccc(Nc2ncnc3c2c(-c2ccccc2)cn3-c2ccc(Br)cc2)c1 the results were GPR151 ag -0.9, MITF inh 11.9, TEAD-YAP block 1.4 and FBW7 activator 0.2.
For CCc1nc2ccc(C(=O)NCc3ccc(OC)cc3)cc2nc1CC the results were GPR151 ag 0.7, MITF inh 8.2, TEAD-YAP block -2.3 and FBW7 activator 0.2.
`CC(=O)c1cccc(-c2cnc3c(NCC4CC4)nccn23)c1` gave GPR151 ag -0.3, MITF inh 7.1, TEAD-YAP block -61.1 and FBW7 activator -0.8.
`CSc1ncc(CN2CCN(Cc3ccsc3)C(CCO)C2)cn1` (stereo not drawn) gave GPR151 ag -1.8, MITF inh 13.6, TEAD-YAP block 0.4 and FBW7 activator 0.0.

Nothing new here: entries from further up.
Screening OCC1(CC2CCCCO2)CCN(Cc2ccc(Oc3ncccn3)cc2)CC1 (stereo not drawn) returned GPR151 ag -2.1, MITF inh 19.1, TEAD-YAP block 4.3 and FBW7 activator 0.3.
CC(=O)Nc1ccccc1C(=O)OCC(=O)Nc1ccc(S(N)(=O)=O)cc1 was read as GPR151 ag 0.3, MITF inh -9.2, TEAD-YAP block -5.1 and FBW7 activator -0.1.
Cc1ccc(NC(=O)CSc2ccccc2)c(C)c1 was read as GPR151 ag -1.1, MITF inh 5.1, TEAD-YAP block -12.4 and FBW7 activator 0.3.
`COc1ccc(S(=O)(=O)n2cc(-c3ccc(C)cc3)c(N)n2)c(OC)c1` gave GPR151 ag -0.7, MITF inh 16.1, TEAD-YAP block -2.7 and FBW7 activator 0.1.
Screening CC(=O)NS(=O)(=O)c1ccc(NC(=O)C(Sc2ccccc2)c2ccccc2)cc1 (stereo not drawn) returned GPR151 ag -1.3, MITF inh 0.6, TEAD-YAP block -5.7 and FBW7 activator 1.3.

(listing goes on)
Screening O=C(CC1C(=O)NCCN1C/C=C/c1ccccc1)NCCc1cccnc1 (stereo not drawn) returned GPR151 ag -0.1, MITF inh 15.4, TEAD-YAP block 7.6 and FBW7 activator 0.1.
`CC(=O)Oc1c(C)cc(OCC(O)CNC(C)C)c(C)c1C` (stereo not drawn) gave GPR151 ag 0.4, MITF inh -7.6, TEAD-YAP block 7.8 and FBW7 activator -0.1.
`O=C(c1ccccc1)c1ccc(OCCN2CCOCC2)cc1` gave GPR151 ag -0.4, MITF inh 82.9*, TEAD-YAP block -13.6 and FBW7 activator -0.1.
`O=C(O)C1C2C=CC3(CN(Cc4c(F)cccc4Cl)C(=O)C13)O2` (stereo not drawn) gave GPR151 ag 0.3, MITF inh 10.9, TEAD-YAP block 4.0 and FBW7 activator 0.2.
`CC1CN(S(=O)(=O)c2ccc3c(c2)n(C)c(=O)c(=O)n3C)c2ccccc2S1` (stereo not drawn) gave GPR151 ag 3.3, MITF inh 5.8, TEAD-YAP block -10.6 and FBW7 activator 0.0.
`OCC1OC(n2cnc3c(NCc4ccccc4)ncnc32)C(O)C1O` (stereo not drawn) gave GPR151 ag -1.0, MITF inh 6.4, TEAD-YAP block 22.7 and FBW7 activator -0.1.
`COC(=O)c1c(NC(=O)C2CCCCN2S(C)(=O)=O)sc2c1CCC(C)C2` (stereo not drawn) gave GPR151 ag -1.8, MITF inh -16.0, TEAD-YAP block 2.4 and FBW7 activator -0.1.
NC(=O)CSCc1c(F)cccc1Cl was read as GPR151 ag -0.7, MITF inh 22.3, TEAD-YAP block -1.9 and FBW7 activator 0.5.
Screening O=C(COC(=O)Cn1[nH]c(=O)c2ccccc2c1=O)Nc1ccccc1Br returned GPR151 ag -1.3, MITF inh 6.5, TEAD-YAP block 5.8 and FBW7 activator 0.1.
For CC(C)(C)NC(=O)NC(=O)COC(=O)Cc1ccc(Cl)c(Cl)c1 the results were GPR151 ag 7.2*, MITF inh 1.3, TEAD-YAP block -1.4 and FBW7 activator -0.1.
COc1ccc(NC(=O)c2cc3ccc(O)cc3oc2=Nc2ccc(C(=O)O)cc2)cc1 was read as GPR151 ag -4.1, MITF inh 6.3, TEAD-YAP block 36.2* and FBW7 activator 0.0.
Clc1cc(N=Cc2cccnc2)ccc1N=Cc1cccnc1 was read as GPR151 ag 0.7, MITF inh -12.0, TEAD-YAP block 1.3 and FBW7 activator -0.4.
`CCCOc1ccc(C(=O)NC(=S)N2CCN(c3cc4c(cc3F)c(=O)c(C(=O)O)cn4CC)CC2)cc1` gave GPR151 ag -1.7, MITF inh 0.8, TEAD-YAP block -5.8 and FBW7 activator -0.1.
For Cc1cccc(CCNC(=O)c2ccc(CNc3c(N4CCCC4)c(=O)c3=O)cc2)c1 the results were GPR151 ag 0.3, MITF inh 1.0, TEAD-YAP block 0.9 and FBW7 activator 0.1.
Screening COc1ccc(-c2onc(C)c2-c2ccc(C(=O)OC(C)C)o2)c(O)c1 returned GPR151 ag -0.4, MITF inh -0.6, TEAD-YAP block 22.3 and FBW7 activator 0.0.
